DNMT1 inh: inhibitors of human DNMT1; P26358; AID 588458; 360,000 tested, 0.83% active; DNMT1 molecular beacon, Hinp1I cleavage, fluorescence; inhibition (reported as % activation of signal), % at 10 µM; in the data active = inhibition above about 50%
MT1-MMP act inh: blocks activation of human MT1-MMP | P50281 | HT1080 RFP-PRO-GFP cells, GFP/RFP ratio fluorescence, overnight; percent of plate control window, DMSO zero | GFP/RFP ratio change, % at 20 µM | 360,000 tested, 0.061% active | AID 651647;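 active = GFP/RFP ratio change of at least 30% with cell ATP level not reduced by more than half and red fluorescence within 50% of control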; also: strong numbers were not always called active
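Assay system: HT1080 cells carrying an RFP-PRO-GFP reporter | Dosing: Single dose of 20 µM compound, 1% DMSO final | Incubation: Cells overnight before dosing, compound overnight, 37 °C, 5% CO2 | Evaluation: GFP/RFP fluorescence ratio | Control set: DMSO and RFP-L50D-GFP cell wells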
SKN-1 block: C. elegans SKN-1 inhibition | C. elegans VP596 Pgst-4::GFP/RFP ratio, acrylamide-induced, 24 h | inhibition, % at 21.8 µM | 360,000 tested, 0.49% active | AID 624304;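 active = interference check ratio from 0.5 to 1.5 plus GFP to RFP signal ratio inhibition reaching or exceeding a fixed threshold, cut at about 30% in these data, passing the limit was not always enough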; also: some compounds called inactive have numbers as strong as hits
Scp-1 inhibitor: inhibitors of human Scp-1 phosphatase; Recombinant Scp1, phosphopeptide, malachite green phosphate absorbance; Q9GZU7; inhibition, % at 20 µM; AID 493091; 340,000 tested, 0.88% active;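 active = inhibition above about 50% at 20 µM, limit read from the data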;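 also: plate controls were DMSO wells with enzyme for no effect and wells lacking enzyme for full effect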
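Test system – truncated SCP-1 phosphatase (76-261aa) · Reagent – Phosphorylated 17-residue peptide substrate · Incubation – 45 min room-temperature reaction, 5 min colour, 30 min stabiliser · Detection – colorimetric phosphate reagent with accelerator and stabiliser, absorbance at 630 nm · Measure – % inhibition at 20 µM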
NadD block: NadD (S. aureus) enzyme inhibition | inhibition, % at 20 µM | purified NadD enzyme, colorimetric absorbance read-out | 360,000 tested, 0.78% active; in the data active = inhibition above about 26%; also: some compounds past the cut are filed as inactive
STEP block: inhibitors of human striatal-enriched phosphatase STEP; P54829; recombinant STEP, OMFP fluorogenic substrate, fluorescence; inhibition, % at 20 µM; 360,000 tested, 0.25% active; AID 588621;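 active = inhibition at 20 µM, scaled per plate between control wells, above about 37%, limit read from the data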;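 also: 0% = DMSO with enzyme and substrate and 100% = substrate only without enzyme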
Target sequence (P54829 whole entry, looked up): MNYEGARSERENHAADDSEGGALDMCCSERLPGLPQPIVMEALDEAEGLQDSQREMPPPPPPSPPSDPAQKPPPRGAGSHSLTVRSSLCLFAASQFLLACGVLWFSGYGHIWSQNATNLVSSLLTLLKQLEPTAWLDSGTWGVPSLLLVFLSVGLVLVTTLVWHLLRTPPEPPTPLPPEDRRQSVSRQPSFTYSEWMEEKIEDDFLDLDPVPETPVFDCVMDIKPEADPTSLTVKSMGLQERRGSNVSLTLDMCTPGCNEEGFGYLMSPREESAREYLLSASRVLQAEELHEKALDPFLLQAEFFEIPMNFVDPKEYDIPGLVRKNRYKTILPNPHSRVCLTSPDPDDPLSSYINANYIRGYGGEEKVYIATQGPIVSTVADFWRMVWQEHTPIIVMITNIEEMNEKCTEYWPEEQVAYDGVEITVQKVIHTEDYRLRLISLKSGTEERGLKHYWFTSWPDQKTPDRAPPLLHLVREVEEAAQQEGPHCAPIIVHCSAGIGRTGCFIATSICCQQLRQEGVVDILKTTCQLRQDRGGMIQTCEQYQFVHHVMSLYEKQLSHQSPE
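material = STEP tyrosine phosphatase | reagent = fluorogenic phosphatase substrate OMFP at 25 µM final | doses = single compound dose of 20 µM, 1% DMSO final | schedule = 20 min reaction, room temperature, in the dark | measured by = fluorescence, 480/540 nm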
SUMO1-SIM PPI: alters human SUMO1 binding to SIM partners; SUMO1 binding to a labelled peptide, TR-FRET, 1 h; P63165; 360,000 tested, 0.33% active; inhibition, % at 20 µM; in the data active = inhibition above about 37%
Target sequence (P63165 whole entry, looked up): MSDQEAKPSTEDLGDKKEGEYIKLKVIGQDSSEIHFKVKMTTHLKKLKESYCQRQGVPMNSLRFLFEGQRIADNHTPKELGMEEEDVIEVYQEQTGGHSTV
CendR NRP1 mod: NRP-1/CendR interaction modulation; O14786; FAM-RPARPAR peptide binding to NRP-1, fluorescence polarization; inhibition, % at 25 µM; 360,000 tested, 0.85% active; AID 602438;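 active = inhibition or corrected inhibition above about 18%, plus a signal ratio from 0.5 to 1.5, limit read from the data, passing the limit was not always enough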; also: strong numbers were not always called active
LMPTP block: blocks human LMPTP phosphatase. 360,000 tested, 0.22% active. recombinant LMPTP-A, OMFP fluorogenic substrate, fluorescence intensity. inhibition, % at 20 µM. P24666;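 active = compounds that cut the enzyme signal by at least half of the control window in the single-dose screen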;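 also: plate controls were DMSO wells with enzyme plus substrate for no effect and substrate without enzyme for full effect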
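Test system: LMPTP-A, protein tyrosine phosphatase of low molecular weight; Input: 0.625 nM enzyme; Incubation: 50 min dark incubation at room temperature; Signal: endpoint fluorescence intensity from OMFP dephosphorylation; Read-out basis: % inhibition versus control wells.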
Rpn11 block: blocks the human proteasome subunit Rpn11; O00487; human 26S proteasome, Ub4-pepOG fluorescence polarization; 20S core pre-blocked with epoxomicin; calls only at 20 µM; 360,000 tested, 0.59% active; AID 588493;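 active = inhibition at 20 µM, scaled to each plate's controls, above about 33%, limit read from the data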
Target sequence (O00487 whole entry, looked up): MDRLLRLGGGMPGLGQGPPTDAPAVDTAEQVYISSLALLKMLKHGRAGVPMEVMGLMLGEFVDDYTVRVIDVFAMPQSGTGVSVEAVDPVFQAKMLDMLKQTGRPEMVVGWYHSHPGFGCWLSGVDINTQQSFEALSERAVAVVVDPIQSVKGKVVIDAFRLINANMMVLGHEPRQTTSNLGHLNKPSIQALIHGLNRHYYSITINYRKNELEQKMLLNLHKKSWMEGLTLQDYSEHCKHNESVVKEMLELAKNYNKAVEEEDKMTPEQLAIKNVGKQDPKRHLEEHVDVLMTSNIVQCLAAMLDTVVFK
Starred values were filed as active, the others as inactive; i = inactive; · = no result given.

SMILES	DNMT1 inh	MT1-MMP act inh	SKN-1 block	Scp-1 inhibitor	NadD block	STEP block	SUMO1-SIM PPI	CendR NRP1 mod	LMPTP block	Rpn11 block
O=C(NC1CCS(=O)(=O)C1)C1CCCCN1S(=O)(=O)c1ccc(Cl)cc1 (stereo not drawn)	0	2	-4	-1	3	7	12	6	-0.5	i
NC(Cc1ccccc1)c1csc(Nc2ccc(C(F)(F)F)cn2)n1 (stereo not drawn)	-2	1	-3	·	-6	0	-14	-4	2.3	i
C[C@@H]1CCCCO[C@@H](CN(C)Cc2ccccc2)[C@@H](C)CN([C@H](C)CO)C(=O)c2cc(NC(=O)Nc3cccc4ccccc34)ccc2O1	-21	8	-18	·	22	0	-3	-4	4.7	i
CCOC(=O)C1=C(C)NC(C)=C(C(=O)OCC)C1/C=C/c1ccccc1OC	-1	-6	2	-9	-5	2	13	7	2.8	i
O=C(c1ccccc1Br)N1CCN(Cc2ccc3c(c2)OCO3)CC1	-3	-2	12	0	3	0	12	-4	0.8	i
COc1ccc(S(=O)(=O)N(C)C[C@@H]2Oc3c(NS(=O)(=O)c4cn(C)cn4)cccc3C(=O)N([C@@H](C)CO)C[C@@H]2C)cc1	2	-6	-20	26	3	0	-1	-16	-0.9	i
CS(=O)(=O)N1CCc2ccc(NC(=O)C3CCCO3)cc2C1 (stereo not drawn)	-1	1	-4	-10	-2	-4	5	1	-1.0	i
Cc1cc(N2C(=O)CC(C(C)c3ccccc3)C2=O)no1 (stereo not drawn)	5	-4	19	-4	0	-3	0	9	1.2	i
COc1cccc(SCc2noc(C(=O)NCC3CCCO3)c2C(=O)O)c1 (stereo not drawn)	3	2	11	16	0	-2	-10	7	-1.2	i
CC(CN1CCN(CCOCCO)CC1)CN1c2ccccc2Sc2ccc(Cl)cc21 (stereo not drawn)	-14	-1	-3	·	-7	1	-5	-5	-1.0	i
CN(CCOc1ccccc1)CC(=O)Nc1ccc(Cl)c(S(=O)(=O)N(C)C)c1	-1	0	-2	-14	-6	-2	0	-5	-2.8	i
Cc1cc(Br)cn2c(Cc3cccc(F)c3)c(-c3ccc(Cl)cc3)nc12	3	-5	-1	·	4	-1	-8	-10	2.8	i
CCCNC(=O)Cn1nc(C)n2c(cc3cc(F)ccc32)c1=O	2	0	10	-3	-8	-1	-5	-7	-0.3	i
Cc1ccc(C(=O)C[n+]2cccc3ccccc32)cc1	1	1	-17	-5	-2	-4	-24	-24	-0.3	i
CN(CC(=O)NC(=O)NC1CCCCC1)Cc1ccccc1	14	-1	7	-2	-5	-1	-4	-7	-1.2	i
CC(C)CC1C(=O)N(Cc2cn(CCC3OCCO3)nn2)CCS(=O)(=O)N1Cc1ccc(-c2ccc(F)cc2)cc1 (stereo not drawn)	-6	-2	-3	·	-5	-1	4	-10	1.8	i
CC(=O)c1cc(NC(=O)c2ccc([N+](=O)[O-])cc2)c(=O)oc1C	0	1	7	-4	-2	1	-11	0	0.5	i
Cc1cc(Nc2ccccc2F)n2nc(C)nc2n1	4	1	1	3	1	2	0	-5	-0.5	i
Fc1ccc(C2c3[nH]c4ccccc4c3CCN2Cc2cccn2-c2ncccn2)cc1 (stereo not drawn)	-8	0	8	3	11	1	-7	-15	5.1	i
CCc1nc2ccccc2c(C(=O)O)c1C	4	6	-8	-2	5	-1	-5	12	-1.9	i
Cn1c(N=Cc2ccc([N+](=O)[O-])cc2)c(N)c(=O)n(C)c1=O	-2	-5	0	10	1	0	-37	-7	1.8	i
COc1ccc(NC(=O)Cc2nc3ccccc3[nH]2)cc1	-6	0	5	9	4	4	-2	-9	-1.4	i
CN(C(=O)CSc1nc2c(c(=O)[nH]1)CCC2)c1ccccc1	0	2	15	-3	0	-4	4	-110	1.4	i
Cc1ccc(NC(=O)NNC(=O)c2cc3ccccc3cc2O)cc1	13	2	5	16	3	5	-2	0	2.3	i
CC(C)[C@H](NC(=O)NCCc1ccccc1)C(=O)O	1	2	-6	1	-3	-2	1	0	-2.4	i
S=c1[nH]nc(-c2cccc3ccccc23)n1-c1cccnc1	3	1	25	2	-6	5	-1	4	-0.8	i
COC(=O)c1ccc(CSc2nc3cc(Cl)ccc3s2)o1	-1	-3	33	-15	-7	-4	6	6	3.3	i
CCCOC(=O)c1ccc(Nc2cc(C)nc3ncnn23)cc1	1	-3	3	-2	3	3	0	-5	-0.9	i
COc1ccc(CC(=O)NNC(=O)c2cccs2)cc1	2	-1	-2	-1	0	2	2	8	-1.3	i
CN(C)C/C=C/C(=O)Nc1cccc(-c2c[nH]c3ncnc(Oc4ccc(NC(=O)CC(=O)Nc5ccc(F)cc5)cc4F)c23)c1	-36	-7	-4	0	24	4	-147	-13	-4.3	i
Cc1ccc(-c2nc(CS(=O)CC(=O)NCc3ccccn3)c(C)o2)cc1 (stereo not drawn)	-2	-1	7	-1	0	-2	1	-9	-2.2	i
C=CCOc1ccccc1CNCCCN1CCOCC1	1	7	4	0	0	1	2	-5	-8.8	i
Cc1c(C(=O)NCc2ccccn2)oc2ccccc12	8	2	-5	3	-9	2	-6	-4	0.4	i
CC1CCC(NC(=O)CN(C)S(=O)(=O)c2ccc3c(c2)c(=O)n(C)c(=O)n3C)CC1 (stereo not drawn)	-1	1	-3	-10	-2	-2	7	25*	-1.4	i
COc1cc(S(=O)(=O)NCCCN2CCOCC2)ccc1Cl	-2	2	14	-7	1	0	1	5	0.4	i
Cc1cc(NC(=O)c2cccc(S(=O)(=O)N3CCCCCC3)c2)n(-c2ccccn2)n1	-5	-4	-5	-18	-13	5	5	0	5.6	i
Cc1ccc(-n2c(C)nnc2SCC(=O)NC2CC2)cc1	4	1	-8	-4	-3	0	-1	3	-0.2	i
CCCCC1OC23CCCCC2C(C#N)(C#N)C1(C#N)C(=N)O3 (stereo not drawn)	-2	-2	28	-27	4	-1	-6	1	-1.8	i
Cc1noc(C)c1S(=O)(=O)N(C)C[C@H]1Oc2ccc(NC(=O)C3CC3)cc2C(=O)N([C@H](C)CO)C[C@@H]1C	3	7	5	-5	5	0	3	10	0.1	i
Cc1nc(N2CCCCC2)[nH]c(=O)c1CN(C)N=O	5	-6	14	·	0	-6	2	-3	0.7	i
Cc1ccc(O)c(/C=N/NC(=O)CN2CCCC2)c1	-1	6	10	-9	-3	1	-7	11	0.1	i
CCC(Cc1ccccc1)OC(=O)c1ccccc1C(=O)O (stereo not drawn)	0	-5	18	-13	1	-2	2	6	0.5	i
CC(C)CN(C(=O)c1ccc(N2CCCC2=O)cc1)c1c(N)n(Cc2ccccc2)c(=O)[nH]c1=O	-1	0	2	2	8	-2	-2	-5	0.0	i
CNC(=S)N/N=C(\C)c1ccc(C)c(C)c1	-3	2	2	16	2	-3	-1	-1	-0.5	i
CCN(CC)C(=O)NC(c1ccc(C)c(F)c1)C(Cl)(Cl)Cl (stereo not drawn)	0	-8	2	-5	-6	-1	-2	-7	-0.9	i

Limited to Rpn11 block and Scp-1 inhibitor, for six of the compounds above:
Molecule | Rpn11 block | Scp-1 inhibitor
CNC(=S)N/N=C(\C)c1ccc(C)c(C)c1 | i | 16
CC(C)CN(C(=O)c1ccc(N2CCCC2=O)cc1)c1c(N)n(Cc2ccccc2)c(=O)[nH]c1=O | i | 2
CCN(CC)C(=O)NC(c1ccc(C)c(F)c1)C(Cl)(Cl)Cl (stereo not drawn) | i | -5
Cc1nc(N2CCCCC2)[nH]c(=O)c1CN(C)N=O | i | ·
Cc1ccc(-c2nc(CS(=O)CC(=O)NCc3ccccn3)c(C)o2)cc1 (stereo not drawn) | i | -1
Cc1cc(NC(=O)c2cccc(S(=O)(=O)N3CCCCCC3)c2)n(-c2ccccn2)n1 | i | -18

Carrying on:
SMILES	DNMT1 inh	MT1-MMP act inh	SKN-1 block	Scp-1 inhibitor	NadD block	STEP block	SUMO1-SIM PPI	CendR NRP1 mod	LMPTP block	Rpn11 block
CC(=O)c1c(C)[nH]c(C(=O)Nc2ccccn2)c1C	2	0	10	-10	-6	1	-3	-2	1.8	i
COc1ccccc1C(=O)NCC(=O)OCc1csc(-c2ccccc2)n1	2	4	-3	-6	-6	0	-3	4	-0.3	i
O=C(/C=C/c1ccco1)Nc1nc(-c2ccccc2)cs1	-4	1	51*	-9	-2	-4	-2	-1	-0.6	i
Fc1cccc(Nc2nc(-c3ccncc3)nc3ccccc23)c1	-9	-8	10	-3	5	-3	10	-6	19	i
N#Cc1ccccc1NC(=O)CSc1ccc([N+](=O)[O-])cn1	-3	-3	-14	-13	-4	2	-36	-7	-1.8	i
CCCN(CC1CC1)C(=O)COC(=O)c1ccc2c(c1)C(=O)N(c1ccc(OCC)cc1)C2=O	8	4	0	-5	-9	3	-20	8	2.3	i
Cn1c(N)c(S(=O)(=O)NCc2ccc(F)cc2)c(=O)n(C)c1=O	0	-3	7	0	-5	1	4	13	0.3	i
CC(=O)Nc1cc(-c2ccsc2)cn2c(-c3ccc(F)cc3)cnc12	-8	-1	5	·	1	-2	-4	-52	-1.0	i
COc1ccc(NC(=O)C2Cc3c(-c4ccc(Cl)cc4)ccnc3O2)cn1 (stereo not drawn)	-3	1	6	·	-9	-1	5	-6	1.6	i
COCCCn1c(=O)c2ccccc2n(CC(=O)N2CCCc3ccccc32)c1=O	2	5	18	1	7	2	6	5	0.2	i

5 of the entries above in order of their number in STEP block, low to high:
SMILES	DNMT1 inh	MT1-MMP act inh	SKN-1 block	Scp-1 inhibitor	NadD block	STEP block	SUMO1-SIM PPI	CendR NRP1 mod	LMPTP block	Rpn11 block
O=C(/C=C/c1ccco1)Nc1nc(-c2ccccc2)cs1	-4	1	51*	-9	-2	-4	-2	-1	-0.6	i
Fc1cccc(Nc2nc(-c3ccncc3)nc3ccccc23)c1	-9	-8	10	-3	5	-3	10	-6	19	i
COc1ccc(NC(=O)C2Cc3c(-c4ccc(Cl)cc4)ccnc3O2)cn1 (stereo not drawn)	-3	1	6	·	-9	-1	5	-6	1.6	i
CC(=O)c1c(C)[nH]c(C(=O)Nc2ccccn2)c1C	2	0	10	-10	-6	1	-3	-2	1.8	i
COCCCn1c(=O)c2ccccc2n(CC(=O)N2CCCc3ccccc32)c1=O	2	5	18	1	7	2	6	5	0.2	i

Bioassay records deposited in PubChem by Sanford-Burnham Center for Chemical Genomics.
